Source: PubChem (National Center for Advancing Translational Sciences (NCATS))
RGS12 GoLoco inh – qHTS Assay for Inhibitors of RGS12 GoLoco Motif Activity (Red Fluorophore); Guanine nucleotide-binding protein G(i) subunit alpha-1 (Homo sapiens), P63096; Gai1:RGS12 GoLoco peptide FP, rhodamine, 10 min; Potency, µM (series often up to 61.6 µM), without a hit: at the highest dose activity, negative = inhibition, most hits filed as inhibitors; hit rate 0.44% among 230,000; active means well fitted inhibition curve with a large enough effect, not every such curve was filed as active; inactive means no such curve, though single readings can be large or run the other way; further: on the % scale 0 is the no-effect control and ±100 the full control effect; nearly all actives have a fitted effect of over 30% in size; many of its hits are not listed in these tables
SMN2 splice enh – qHTS Assay for Enhancers of SMN2 Splice Variant Expression; HEK293 SMN2-luciferase splicing reporter, luminescence, 30-36 h; Potency, µM (highest dose often 46.1 µM), inactives show top-dose activity change, positive = activation, hits mostly activators; hit rate 2.8% among 210,000; AID 1458, 2008; further: % of control where 0% means no effect; nearly all actives have a fitted effect of over 55% in size
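HEK293 cells carry an SMN2 minigene-luciferase reporter in which exon 7 inclusion puts luciferase in frame. Cells were seeded at 2000 cells/well, attached for 10-12 hours, then exposed to compounds for 30-36 hours at 37C before ONE-Glo luminescence.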
RECQ1 helicase – qHTS Assay for Inhibitors of RecQ-Like Dna Helicase 1 (RECQ1) | Potency, µM (highest dose often 57.3 µM), inactives show at the top dose activity, negative = inhibition, most hits filed as inhibitors | RECQ1 DNA unwinding, red fluorescence kinetic read | ATP-dependent DNA helicase Q1 (Homo sapiens), P46063 | hit rate 0.54% among 240,000;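 further: plate controls were vehicle for no effect and no enzyme for full effect; nearly all actives have a fitted effect of over 30% in size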
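RECQ1T1 50 nM; forked duplex (20 bp + 30-nt ss tails) 200 nM, ATP 2 mM final; pH 8.0, 2 mM MgCl2, 2.5 ug/ml poly(dI-dC); 15 min compound preincubation; discontinuous kinetic read over 2 h at RT.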
KDM4E inh – qHTS Assay for Inhibitors of Human Jumonji Domain Containing 2E (JMJD2E). JMJD2E catalytic domain, FDH-coupled NADH fluorescence (FDH is formaldehyde dehydrogenase). AID 2147, 2009. Potency, µM (series often up to 57.1 µM), inactives show at the top dose activity change, negative = inhibition, actives largely listed as inhibitors. hit rate 1.6% among 230,000; active means well fitted inhibition curve with a large enough effect, not every such curve was filed as active; inconclusive means small, poorly fitted or top-dose-only effect, or another doubt; inactive means no such curve, though single readings can be large or run the other way;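 further: 0% = wells with enzyme and -100% = buffer wells without enzyme; nearly all actives have a fitted effect of over 50% in size; many of its hits are not listed in these tables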
TRb-SRC2 inh – qHTS for Inhibitors of the Interaction of Thyroid Hormone Receptor and Steroid Receptor Coregulator 2; Potency, µM (series often up to 106 µM), inactives show at the highest dose activity change, negative = inhibition, most hits filed as inhibitors; AID 1469, 2008; Thyroid hormone receptor beta (Homo sapiens), P10828; TRbeta-SRC2 peptide binding, fluorescence polarization; receptor liganded with 1 µM T3; hit rate 0.065% among 280,000;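 further: plate controls were bound peptide for no effect and peptide without receptor for full effect; nearly all actives have a fitted effect of over 50% in size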
Target sequence (P10828 whole entry, looked up): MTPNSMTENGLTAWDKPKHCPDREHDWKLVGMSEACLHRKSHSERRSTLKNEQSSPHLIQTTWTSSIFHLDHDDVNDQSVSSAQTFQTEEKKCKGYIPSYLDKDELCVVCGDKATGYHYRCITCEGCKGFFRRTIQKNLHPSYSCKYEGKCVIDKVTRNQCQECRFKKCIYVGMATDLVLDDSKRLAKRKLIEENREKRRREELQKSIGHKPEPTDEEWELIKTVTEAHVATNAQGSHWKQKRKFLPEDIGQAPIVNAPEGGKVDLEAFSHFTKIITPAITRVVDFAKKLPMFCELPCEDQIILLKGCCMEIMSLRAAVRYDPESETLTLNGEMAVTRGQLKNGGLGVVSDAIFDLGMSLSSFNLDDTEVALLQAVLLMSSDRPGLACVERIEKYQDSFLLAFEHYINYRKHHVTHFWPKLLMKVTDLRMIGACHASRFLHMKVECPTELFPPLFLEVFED
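TRb LBD 0.6 uM + Texas Red SRC2 peptide 20 nM, 1 uM T3, Tris buffer w/ 5% DMSO; compound pinned, 5 h RT; FP read ex 555/em 632; normalized to unbound and bound controls.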
ALDH1A1 block – qHTS Assay for Inhibitors of Aldehyde Dehydrogenase 1 (ALDH1A1); hit rate 7.3% among 220,000; Aldehyde dehydrogenase 1A1 (Homo sapiens), P00352; AID 1030, 2008; Purified ALDH1A1, NADH fluorescence, propionaldehyde substrate; Potency, µM (top dose mostly 75.3 µM), for the others: at the highest dose activity, negative = inhibition, actives largely listed as inhibitors; active means well fitted inhibition curve with a large enough effect, not every such curve was filed as active; inconclusive means small, poorly fitted or top-dose-only effect, or another doubt; inactive means no such curve, though single readings can be large or run the other way;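 further: plate controls were no enzyme wells and a reference inhibitor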
Target sequence (P00352 whole entry, looked up): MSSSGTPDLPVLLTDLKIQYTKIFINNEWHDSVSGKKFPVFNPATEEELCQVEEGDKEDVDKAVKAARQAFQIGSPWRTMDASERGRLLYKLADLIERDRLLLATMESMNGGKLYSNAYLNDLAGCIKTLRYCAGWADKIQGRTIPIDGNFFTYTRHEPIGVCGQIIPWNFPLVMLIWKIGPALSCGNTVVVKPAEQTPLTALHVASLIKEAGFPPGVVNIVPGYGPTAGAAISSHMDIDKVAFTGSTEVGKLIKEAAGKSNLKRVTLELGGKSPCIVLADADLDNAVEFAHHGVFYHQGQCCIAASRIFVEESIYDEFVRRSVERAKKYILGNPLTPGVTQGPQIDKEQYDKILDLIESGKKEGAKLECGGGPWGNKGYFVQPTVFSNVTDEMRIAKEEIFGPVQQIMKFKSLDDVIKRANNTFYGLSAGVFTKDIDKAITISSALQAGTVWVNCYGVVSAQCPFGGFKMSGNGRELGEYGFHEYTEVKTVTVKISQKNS
TR SRC2 fluor cs – Total Fluorescence Counterscreen for Inhibitors of the Interaction of Thyroid Hormone Receptor and Steroid Receptor Coregulator 2 | TRb/SRC2 Texas Red total fluorescence interference | Potency, µM (doses to about 106 µM), for inactives: top-dose fluorescence change, negative = quenching | hit rate 0.29% among 280,000; active means well fitted curve in either direction with a large enough effect; inconclusive means small, poorly fitted or top-dose-only effect; further: on the % scale 0 is the no-effect control and ±100 the full control effect
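Human TRb ligand-binding domain at 0.6 uM with 20 nM Texas Red SRC2 peptide in Tris buffer containing 1 uM T3 and 5% DMSO, incubated with compound 5 h at ambient temperature. Total fluorescence (555/632 nm) calculated as parallel + 2 × perpendicular.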
Lamin A splicing – qHTS Assay for Modulators of Lamin A Splicing; HeLa LMNA splicing GFP/RFP minigene ratio, 48 h; AID 1487, 2009; hit rate 0.01% among 200,000; Potency, µM (highest dose often 46.1 µM), for inactives: at the top dose ratio change, negative = inhibition, hits mostly inhibitors; active means well fitted inhibition curve with a large enough effect in the signal ratio, with a control signal flat, not every such curve was filed as active; inconclusive means small, poorly fitted or top-dose-only effect, or effect the other way, or a change in a side signal; the % refers to the signal ratio; further: on the % scale 0 is the no-effect control and ±100 the full control effect
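Read-out is the ratio of GFP to DsRed2 object intensity, acquired by 488 nm laser-scanning cytometry on HeLa lamin A-EGFP minigene reporter cells. Compound incubation 48 hrs at 37 °C in Opti-MEM with 2% FBS; DMSO 0.5% final.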
* = called active by the depositor; i = inactive; ? = inconclusive; . = not tested or not shown; & = joins results of further samples; [ ] = dose if it differs, or a comment. Unless noted, the call rests on the fitted dose curve; in most records, active means well fitted curve in the direction sought with a large enough effect; inconclusive means small, poorly fitted or top-dose-only effect, or another doubt; inactive means no such curve, though single readings can be large; an effect the other way counts as inactive or inconclusive. Potency means the concentration at half of the fitted maximal effect. This is a subset; the hit share may differ from the screen's.

SMILES	RGS12 GoLoco inh	SMN2 splice enh	RECQ1 helicase	KDM4E inh	TRb-SRC2 inh	ALDH1A1 block	TR SRC2 fluor cs	Lamin A splicing
COc1ccc2cc(C(=O)C3CCCN(C(=O)c4cc5nc(C)cc(C)n5n4)C3)ccc2c1 (configuration not stated)	-13%	.	-6%	?	-4%	?	-1%	.
COC(=O)c1sc(-c2ccc(C(C)(C)C)cc2)cc1NC(=O)/C=C/C(=O)O	2%	.	-19%	-25%	-2%	.	-1%	.
COc1ccc(CCNC(=O)CS(=O)(=O)c2cn(CC(=O)N3CCOCC3)c3ccccc23)cc1OC	-17%	-28%	-3%	7%	1%	-13%	1%	?
CC1=CCC2C(=O)N(c3ccc(C(=O)N4CCCCCC4)cc3)C(=O)C2C1 (configuration not stated)	5%	9%	-7%	1%	1%	?	-1%	10%
Cn1c(=O)c(-c2cc(Br)ccc2N)nc2ccccc21	6%	19%	-8%	-5%	4%	7%	1%	-10%
Cc1c(NS(=O)(=O)c2ccc3c(c2)OCCO3)cccc1-c1nc2cccnc2s1	40%[activator]	-76%[inhibitor]	i	?	-17%	16µM*	-2%	?
O=C(NCCc1cn2ccccc2n1)c1ccccc1F	5%	-14%	-9%	-6%	-1%	1%	0%	2%
O[C@@H](CNC[C@H](O)c1ccccc1)c1ccccc1	-13%	7%	4%	?	-5%	6%	-1%	1%
Cc1nn(-c2ccccc2)c(C)c1/C=N/NC(=O)c1cc(C2CC2)[nH]n1	7%	?	i	3%	4%	2%	-2%	-3%
N#CC1=C(N)N(c2ccc(Br)cc2)C2=C(C(=O)CCC2)C1c1cccnc1 (configuration not stated)	4%	?	3%	4%	10%	-3%	-1%	-12%
COCCn1c(=O)c(-c2ccc(F)cc2)nc2cnc(N3CCOCC3)nc21	-2%	.	-1%	.	.	?	.	-6%
CC(=O)[C@H]1[C@@H]2C(=O)N(c3cccc(Cl)c3)C(=O)[C@@H]2[C@H]2c3ccccc3C=CN21	123%[activator]	-3%	-21%	?	-4%	7.9µM*	0%	11%
Cc1ccc(OCCNC(=O)c2cncc(Br)c2)cc1C	9%	-3%	i	0%	-15%	-17%	1%	?
CC(C(=O)O)C1SC(=O)NC1=O (configuration not stated)	-10%	5%	10%	-16%	4%	7%	1%	6%
O=C1c2ccccc2C(O)N1c1ccc(Cl)cc1 (configuration not stated)	9%	0%	-6%	1%	-1%	19%	-1%	0%
CS/C(=C\[N+](=O)[O-])Nc1ccc(OC(F)(F)F)cc1	0%	-51%[inhibitor]	-12%	0%	3%	?	-3%	?
COCCOC(=O)C1=C(C)Nc2nc(C)nn2C1c1ccccc1 (configuration not stated)	0%	6%	-5%	4%	-4%	13%	1%	-4%
C=CC1C(N2CCOCC2)C(C)(C)S1(=O)=O (configuration not stated)	-6%	-2%	-7%	-10%	-6%	2%	-1%	-3%
Cc1ccccc1OCCOc1ccc([N+](=O)[O-])cc1/C=N/n1cnnc1	1%	.	-4%	-1%	-2%	2%	-1%	.
Cc1cccc(OCCC(=O)Nc2nnc(C)s2)c1	3%	10%	-3%	6%	-4%	6%	-2%	-14%[46 µM]
CC(C)CNC(=O)NC(=O)COC(=O)C1CSC2(c3ccc(F)cc3)CCC(=O)N12 (configuration not stated)	3%	17%	-15%	-5%	2%	?	0%	.
CN[C@H]1[C@H](O)[C@@H](O[C@@H]2[C@H](O)[C@@H](O[C@H]3OC(CN)=CC[C@H]3N)[C@@H](N)C[C@H]2N)OC[C@@]1(C)O	9%[21.6 µM]	-2%[20.6 µM]	-5%[25.9 µM]	3%[25.5 µM]	4%[53 µM]	2%[20.9 µM]	-4%[53 µM]	?
COc1ccc(CCNC2CC(=O)N(C)C2=O)cc1OC (configuration not stated)	-9%	2%	2%	-5%	0%	?	-2%	4%
CSc1nccc(Nc2ccccc2)c1C#N	.	.	-6%	8%	8%	-1%	3%	-10%
CCOC(=O)CNC=C(C(=O)OCC)C(=O)OCC	-7%	6%	-14%	1%	0%	0%	-5%	-8%
COc1cc(/C=C(\C#N)c2nc3ccccc3s2)cc([N+](=O)[O-])c1O	65%[activator]	6%	?	-27%	18%	?	25µM*[quencher]	.
CC1CCc2nc(N)c(C#N)c(-c3ccncc3)c2C1 (configuration not stated)	-9%	7%	i	?	-19%	?	1%	1%
Cc1cnc(C(=O)OCC(=O)N2CCN(C(=O)c3ccco3)CC2)cn1	3%	-7%	-2%	9%	8%	-9%	5%	-1%
CC(=O)C1C(c2ccc([N+](=O)[O-])cc2)C2C(C)=NN=C2CC1(C)O (configuration not stated)	5%	.	-4%	3%	4%	.	-1%	.
O=C(Nc1ccc(Cl)c(Cl)c1)Nc1ccc([N+](=O)[O-])cn1	1%	.	-1%	8%	-5%	11%	0%	.
Cn1c(=O)c2cn3ncccc3c2n(C)c1=O	2%	?	-1%	-6%	-5%	19%	1%	11%
O=C(Cn1nnc(-c2ccccc2)n1)OCc1ccccc1	1%	-3%	-2%	-3%	-2%	-9%	-2%	-2%
COc1ccccc1-n1c(-c2cc(-c3ccco3)[nH]n2)n[nH]c1=S	7%	.	-6%	-11%	10%	.	-2%	.
CCC(C)S(=O)(=O)c1snnc1C (configuration not stated)	3%	-7%	i	7%	4%	-1%	-1%	18%
Cc1sc2nc(CSc3nc4ccccc4c(=O)n3CCCN3CCOCC3)[nH]c(=O)c2c1C	60%[activator]	?	1%	-2%	-3%	7%	-5%	2%
COc1ccccc1NS(=O)(=O)c1cc(NC(=O)c2ccncc2)ccc1N1CCOCC1	-11%	26%	i	?	-6%	?	-8%	-8%
CCOC(=O)c1c(N)sc2c1CCCC2=O	5%	.	-11%	-29%	3%	.	-3%	.
O=C1C2C3C=CC(C4CC34)C2C(=O)N1c1nccs1 (configuration not stated)	0%	-13%	i	2%	4%	3%	0%	4%
CC(C)(C)NC(=O)C(c1ccccn1)N(C(=O)C1CSC(=O)C1)c1cccc(F)c1 (configuration not stated)	0%	-24%	-3%	-6%	0%	2%	-6%	-1%[46 µM]
O=C1C2C3C=CC(C3)C2C(=O)N1Cc1ccc(CN2C(=O)C3C4C=CC(C4)C3C2=O)cc1 (configuration not stated)	-4%	-39%[inhibitor]	-5%	1%	-8%	2%	-1%	?
CCN(CC)S(=O)(=O)c1ccc(-c2ccc(S(=O)(=O)N(CC)CC)cc2)cc1	6%	-85%[inhibitor]	-11%	3%	-13%	-6%	-4%	?
CCCC(=O)Nc1nnc(C2CCCO2)s1 (configuration not stated)	10%	.	17%	-23%	15%[53 µM]	?	-1%[53 µM]	.
Cn1cc2cccc([N+](=O)[O-])c2n1	13%	2%	-1%	1%	-4%	1%	-4%	.
CCCNC(=O)c1noc2c1CCc1cc(OC)ccc1-2	2%	11µM*	-3%	?	-5%	?	-1%	.
NCCSc1c(-c2ccc(F)cc2)[nH]c2ccccc12	6%	.	3%	?	-1%	.	-3%	.
Cc1cccc(OCCCC(=O)Nc2nccs2)c1C	0%	.	i	1%	5%	.	0%	.
CC1Cc2ccccc2N1c1nc(C2CC2)nc2c1nnn2Cc1ccccc1 (configuration not stated)	18%	-15%	-1%	?	-18%	?	2%	3%
COc1ccccc1/C=C(\NC(=O)c1ccc(OC)c(OC)c1)C(=O)Nc1ccc([N+](=O)[O-])cc1	3%	-8%[1.84 µM]	-9%	-1%	-1%	-1%	-2%	-14%
COc1cc(C(CCN2CCOCC2)c2c(OC)cc(OC)c3c(C)cc(=O)oc23)cc(OC)c1OC (configuration not stated)	5%	.	0%	?	-7%&9%	.	-1%&-2%	.
Cc1ccc(C(=O)CSc2nc(N)cc(=O)[nH]2)cc1	3%	-16%	5%	1%	2%	-3%	-7%	0%
The list goes on:
SMILES	RGS12 GoLoco inh	SMN2 splice enh	RECQ1 helicase	KDM4E inh	TRb-SRC2 inh	ALDH1A1 block	TR SRC2 fluor cs	Lamin A splicing
COc1ccc(NC(=O)c2cc3ccccc3o2)cc1	6%	?	-1%	-1%	8%	-2%	1%	4%
COC(=O)c1ccccc1NC(=O)c1sc(N)nc1C	.	.	-4%	-15%	-18%	?	-4%	-2%
CCN(CC)CCN1C(=O)C(=O)/C(=C(/O)c2ccncc2)C1c1ccccc1F (configuration not stated)	11%	-2%	-9%	-28%	-1%	-4%	-2%	3%
CCOC(=O)c1ccc2c(c1)n(CC)c(/C=C/N(C)c1ccccc1)[n+]2CC	1.6µM*	-73%[inhibitor]	6%	-7%	-1%	-7%	-2%	?
O=C(Nc1cc(-c2ccccc2)[nH]n1)c1ccc(Cl)cc1	12%&13%	.	-1%&0%	1%&-6%	-6%&0%	-8%	-5%&-3%	.
O=C(c1ccccc1)c1c2c(cc3sc4ccccc4[n+]13)-c1cccc3cccc-2c13	1.3µM*	-63%[inhibitor]	14µM*	16µM*	-14%	-7%	19%	?
O=C(NCCN1CCCCCC1)c1ccc(N2CCCC2=O)cc1	0%	0%	-7%	-3%	1%	?	-5%	4%
CCc1ccc(NC(=O)c2noc3c2CCCCC3)cc1	4%	10µM*	i	?	5%	?	1%	-3%
Cc1ccc(C(=O)C(C)OC(=O)c2n[nH]c(=O)c3ccccc23)cc1 (configuration not stated)	-1%	-14%	i	0%	-2%	16%	-1%	4%
